Assay outcomes as filed in PubChem BioAssay.
Nrf2 block – blocks Nrf2 signaling | Potency, µM (doses to about 46 µM), for the others: top-dose activity change, negative = inhibition, usual class: inhibitors | A549 ARE-Fluc reporter, luciferase luminescence, 18-24 h | 360,000 compounds, 2.1% hits | AID 504444; further: potency means the concentration at half of the fitted maximal effect; on the % scale 0 is the no-effect control and ±100 the full control effect; nearly all actives have a fitted effect of over 60% in size
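Two sequential reads on A549 ARE_Fluc cells exposed to compound for 18-24 h: a CellTiter-Fluor fluorescence read for viability, then a luciferase luminescence read for Nrf2/ARE activity.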
TGFb SMAD3 inh – inhibitors of TGF-b signaling; HepG2 CAGA-GFP TGF-b/SMAD3 reporter, GFP fluorescence, 18 h; TGF-beta stimulated, 500 pg/mL final; Potency, µM (series often up to 46.1 µM), inactives show top-dose activity, negative = inhibition, most hits filed as inhibitors; 410,000 compounds, 1.2% hits; further: potency means the concentration at half of the fitted maximal effect; on the % scale 0 is the no-effect control and ±100 the full control effect; nearly all actives have a fitted effect of over 65% in size
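TGF-beta reporter screen: HEPG2 CAGA-GFP, 1% FBS, 500 pg/mL TGF-beta final, 18 h; per-cell GFP summed per well; curves fitted and categorized by class.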
Nrf2 ARE act – Nrf2 pathway activation | AREc32 ARE-luciferase reporter (MCF7-derived line), luminescence, 24 h | 410,000 compounds, 0.31% hits | Potency, µM (titrated, usually from 46.1 µM), without a hit: at the highest dose activation, hits mostly activators; further: potency means the concentration at half of the fitted maximal effect; % of control where 0% means no effect; nearly all actives have a fitted effect of over 65% in size
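Steps: seed AREc32_Fluc cells (1000/well, 5% FBS OPTI-MEM); incubate overnight at 37 deg C; add 23 nL compound; incubate 24 hr; add Steady-Glo; hold 30 min RT; read luminescence.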
A549 tox – kills or reduces viability of A549 cells in Nrf2 counter-screen; 390,000 compounds, 0.16% hits; AID 504648; Potency, µM (top dose mostly 46 µM), inactives show top-dose activity change, negative = cytotoxicity, hits mostly inhibitors; A549 ARE-Fluc cells, CellTiter-Fluor viability, 18-24 h; further: potency means the concentration at half of the fitted maximal effect; on the % scale 0 is the no-effect control and ±100 the full control effect
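A549 ARE_Fluc cells in 5% FBS OPTI-MEM were exposed to compounds in concentration-response for 18-24 h at 37 deg C. Viability was read by CellTiter-Fluor fluorescence (Ex 405/Em 525) after 30 min, before the luciferase read.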
CCT chaperon mod – cytosolic chaperonin activity modulation; purified chaperonin ATPase assay, HTRF ADP detection, 30 min; activity change, % (concentration not given with the values), hits read low; 360,000 compounds, 0.3% hits; in the data active means activity change below about -30%; further: on the % scale 0 is the no-effect control and ±100 the full control effect
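Enzyme 40 or 20 nM (batch-dependent) in Tris pH 7.4/KCl/MgCl2/DTT; cpd 76 uM single point; ATP 10 uM; 30 min 37 °C; Transcreener ADP HTRF detection, 30 min RT; ratio 665/615.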
ATXN viability – cell viability loss in ATXN counter-screen | Potency, µM (top dose mostly 56.7 µM), most hits filed as cytotoxic | AID 651635 | 400,000 compounds, 0.49% hits | S2 cells (HEK-293 line with an ATXN2-luciferase reporter) viability, CellTiter-Fluor protease fluorescence, 24 h; further: potency means the concentration at half of the fitted maximal effect; nearly all actives have a fitted effect of over 40% in size
HepG2 tox – HepG2 cytotoxicity, counter-screen for TGF-b inhibitors; HepG2 CAGA-GFP viability, ATP luminescence, 18 h; 410,000 compounds, 0.76% hits; Potency, µM (top dose mostly 46.1 µM), inactives show top-dose activity change, negative = cytotoxicity, usual class: cytotoxic; further: potency means the concentration at half of the fitted maximal effect; some results filed as inactive show a strong effect at the top dose
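CellTiter-Glo luminescence gave cytotoxicity after 18 hours at 37 degrees C. The cells were HepG2 CAGA-GFP in 1% FBS DMEM, stimulated with 500 pg/mL TGF-beta after compound addition. %Activity was normalised to no-cell wells (complete cell-killing) and DMSO (no toxicity), and curves were fitted and classified.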
Mm-Cpn inhibitor – inhibitors of Methanococcus maripaludis chaperonin (MmCpn). 330,000 compounds, 0.031% hits. purified Mm-Cpn ATPase, ADP Transcreener TR-FRET. Potency, µM (doses to about 76.9 µM), for inactives: top-dose activity, negative = inhibition, usual class: inhibitors; further: potency means the concentration at half of the fitted maximal effect; on the % scale 0 is the no-effect control and ±100 the full control effect; nearly all actives have a fitted effect of over 80% in size
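ATPase turnover read by TR-FRET ADP competition (Eu cryptate antibody/ADP-d2, 665/590 nm): 10uM ATP final, 25nM Mm-CPN final, 30 min 37degC after 10-min compound preincubation, pH 7.4 Tris/KCl/MgCl2/DTT buffer.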
Akt phos inh – blocks phosphorylation of Akt. 360,000 compounds, 0.32% hits. activity change, % for hits at 50 µM. Neuro2A IGF-stimulated pAkt S473 HTRF, 20 min; stronger effect = lower value. AID 651550; in the data active means activity change below about -80%; inconclusive means mostly about -51% to -80%; further: on the % scale 0 is the no-effect control and ±100 the full control effect
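Single-point screen (50 µM final compound) in Neuro2A cells stimulated 20 min with 6 nM IGF at 37 deg C. After lysis, Ser473-phosphorylated Akt read by HTRF (ex 330 nm, em 615/665 nm) as the 665/615 ratio.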
Starred values were filed as active, the others as inactive; i = inactive; ? = inconclusive; nt = not tested or not shown; & = joins results of further samples; [ ] = dose if it differs, or a comment. Unless noted, the call rests on the fitted dose curve; in most records, active means well fitted curve in the direction sought with a large enough effect; inconclusive means small, poorly fitted or top-dose-only effect, or another doubt; inactive means no such curve, though single readings can be large; an effect the other way counts as inactive or inconclusive. Hits appear at their usual frequency; any-hit rate near 4.4%.

SMILES	Nrf2 block	TGFb SMAD3 inh	Nrf2 ARE act	A549 tox	CCT chaperon mod	ATXN viability	HepG2 tox	Mm-Cpn inhibitor	Akt phos inh
COc1ccc(-n2nnnc2SCC(=O)NNC(=O)c2ccc([N+](=O)[O-])cc2)cc1	-8%	-4%	2.1%	8%	1.0	i	-7%	-1%	i
CCN(C(=O)CSc1nnc(-c2cccc(Cl)c2)n1N)c1c(N)n(Cc2ccccc2)c(=O)[nH]c1=O	1%	-4%	0.2%	6%	-1.7	i	-12%	nt	i
CC(CC(=O)c1ccc(F)cc1)N1CCN(c2ccccc2)CC1 (configuration not stated)	3%	-5%	-0.5%	0%	-2.3	i	11%	nt	i
O=S(=O)(c1ccc(-c2csc(-c3cccnc3)n2)cc1)N1CCCCC1	21µM*	?	0.3%	-15%	-3.1	?	-27%	?	i
CCOC(=O)c1c(C)c(C(=O)NC(C)COC)c(C)n1C (configuration not stated)	nt	-11%	-0.6%	6%	-2.0	i	-12%	0%	i
COc1ccc(-c2c(=O)n(OCc3ccccn3)c3ccccc3[n+]2[O-])cc1OC	12%	0%	5.9%	-13%	1.2	i	-16%	-2%	i
CN1c2ccccc2C2(C)CCCC3=Cc4cc([N+](=O)[O-])cc([N+](=O)[O-])c4OC312 (configuration not stated)	-23%	3%	-1.0%	3%	1.0	i	-64%	1%	i
CN(C)c1cc(-c2ccc(Cl)cc2Cl)oc(=O)c1Cl	20%	?	3.3%	0%	-0.1	?	-34%	-4%	i
Cc1nc2ncnn2c(C)c1CCC(=O)Nc1csc(N)n1	3%	-3%	-0.3%	-7%	-2.5	?	2%	0%	i
Cc1ccc(-c2cc(C(F)(F)F)n3nc(-c4cccc(Br)c4)cc3n2)cc1	4%	-1%	4.8%	4%	nt	i	-8%	nt	nt
Cc1ccc(Cl)cc1NC(=O)Cn1c(=O)n(C(C)C)c(=O)c2oc3ccccc3c21	-2%	-15%	-0.4%	8%	nt	nt	-12%	nt	nt
CCOC(=O)c1ccc(NC(=O)Nc2ccc(S(N)(=O)=O)cc2)cc1	7%	15%	-0.2%	-2%	0.7	i	6%	1%	i
COc1cccc(NC(=S)N2CCc3cc(OC)c(OC)cc3C2COc2ccc3c(C)cc(=O)oc3c2)c1 (configuration not stated)	-4%	-7%	-0.1%	7%	-1.4	i	-7%	-16%	i
CCOc1ccc(C2CC(=O)NC(SC)=C2C#N)cc1 (configuration not stated)	-11%	9%	0.8%	7%	0.2	i	-8%	1%	i
O=S(=O)(Cc1cccc(F)c1)c1c[nH]c2ccccc12	-6%	5%	4.5%	0%	-0.9	i	-9%	1%	i
CCSc1nc(C)c(C(C)=O)cc1C#N	8%	19%	3.8%	-2%	-8.8	i	4%	-1%	i
C=CCOC(=O)C1=C(C)NC(SCC(N)=O)=C(C#N)C1c1ccc(C)cc1 (configuration not stated)	13%	?	0.3%	-1%	-2.4	i	-17%	0%	i
CC(=O)N1CCN(C(=O)c2cc(S(=O)(=O)Nc3ccc(S(C)(=O)=O)cc3)ccc2Cl)CC1	-4%	-15%	-0.5%	2%	-2.8	i	0%	-1%	i
COc1ccc(/C(N)=N/OC(=O)c2ccc(C)c([N+](=O)[O-])c2)cc1OC	8%	-1%	0.3%	1%	-3.5	i	11%	1%	i
Cc1onc(-c2ccccc2Cl)c1C(=O)N1CCN(c2ncccn2)CC1	-6%	3%	-0.3%	-11%	-2.5	i	4%	2%	i
O=C(Oc1cccc(NC(=O)c2ccco2)c1)c1ccc(Br)c(S(=O)(=O)N2CCCCC2)c1	15%	-4%	2.8%	-6%	-11	i	1%	-3%	i
COC(=O)c1ccc(NCc2c(O)ccc(O)c2Br)cc1Cl	14%	?	?	-2%	-2.2	nt	-24%	nt	i
Cc1ccc(-c2csc(C3C(N)=NC(S)=C(C#N)C34CCCCC4)n2)cc1 (configuration not stated)	16%	-2%	0.0%	1%	-0.1	i	5%	-1%	i
COCCNc1nc2ccccc2n2cnnc12	-8%	1%	2.9%	-4%	-4.2	?	4%	1%	i
O=[N+]([O-])c1cccc(-c2ccc(SCc3cccnc3)nn2)c1	?	4%	3.3%	5%	-76*	i	-12%	-1%	i
COc1ccc(-n2nc3c(c2NC(=O)c2c(-c4ccccc4Cl)noc2C)CS(=O)(=O)C3)cc1	15%	-19%	0.1%	?	1.7	i	-27%	1%	i
Cc1c(C=O)c2ccccn2c1C(=O)c1ccccc1Cl	0%	5%	0.1%	-1%	-3.2	i	-13%	2%	i
COc1ccc(-c2ccc(C(=O)Nc3ccc(C(C)C)cc3)c3occc23)c(C)c1	nt	18%	0.0%[9.22 µM]	nt	-1.1	i	-3%	nt	i
Cc1cc(Br)ccc1NC(=O)CNC(=O)c1cnn(C)c1	24%	14%	-0.7%	10%	1.1	nt	-3%	3%	i
O=C(C/C=N\OCc1ccc([N+](=O)[O-])cc1)Nc1ccc(Cl)cc1	-7%	-16%	2.8%	0%	1.3	i	-18%	2%	i
Cc1nc(-c2ccc(-c3ccon3)s2)no1	18%	24%	3.2%	1%	-0.7	i	1%	-5%	i
O=C(CSc1ncc(CO)n1Cc1ccc(Cl)cc1)NCc1ccc(F)cc1	nt	?	2.8%	9%	nt	i	-21%	nt	nt
CC1=C(C(N)=O)C(c2cccs2)NC(=O)N1 (configuration not stated)	-14%	-20%	0.0%	-2%	0.0	i	-19%	1%	i
Cc1nnc(NC(=O)CCC2CCCCC2)s1	nt	4%	-0.2%	nt	0.9	i	5%	nt	i
O=C(c1cccnc1)N1CCN(Cc2cccc(Br)c2)CC1	-7%	-19%	1.6%	12%	-0.8	i	-5%	0%	i
CCCCCCCCCc1nc2sc3c(c2c(=O)n1NC(=O)c1ccccc1[N+](=O)[O-])CC(C)(C)OC3	?	?	3.1%	?	-3.0	?	-55%	-1%	i

A second format for some results above:
Under each structure: Nrf2 block	TGFb SMAD3 inh	Nrf2 ARE act	A549 tox	CCT chaperon mod	ATXN viability	HepG2 tox	Mm-Cpn inhibitor	Akt phos inh
COc1ccc(-c2ccc(C(=O)Nc3ccc(C(C)C)cc3)c3occc23)c(C)c1
 : nt	18%	0.0%[9.22 µM]	nt	-1.1	i	-3%	nt	i
Cc1c(C=O)c2ccccn2c1C(=O)c1ccccc1Cl
 : 0%	5%	0.1%	-1%	-3.2	i	-13%	2%	i
O=C(c1cccnc1)N1CCN(Cc2cccc(Br)c2)CC1
 : -7%	-19%	1.6%	12%	-0.8	i	-5%	0%	i

(next part)
SMILES	Nrf2 block	TGFb SMAD3 inh	Nrf2 ARE act	A549 tox	CCT chaperon mod	ATXN viability	HepG2 tox	Mm-Cpn inhibitor	Akt phos inh
Cc1ccccc1C(=O)N/N=C/c1ccsc1C	20%	-23%	0.4%	9%	1.7	i	12%	5%	i
COc1ccc(NS(=O)(=O)c2ccc(C)c(C(=O)OC(C)C(=O)N3CCOCC3)c2)cc1 (configuration not stated)	?	?	0.1%	-6%	1.0	?	-9%	0%	i
Cc1cccc(NC(=O)c2nc[nH]c2C(=O)NCCN(CCNC(=O)c2[nH]cnc2C(=O)Nc2cccc(C)c2)CCNC(=O)c2[nH]cnc2C(=O)Nc2cccc(C)c2)c1	13%	19%	-0.2%	-9%	-6.9	i	-1%	2%	i
Cc1c(C(=O)O)nnn1-c1nonc1N	0%	5%	0.6%	2%	-1.7	i	-13%	0%	i
CN(C1CCS(=O)(=O)C1)S(=O)(=O)c1cccs1 (configuration not stated)	-10%	-6%	0.1%	-1%	-3.4	i	6%	-1%	i
CN(CC(=O)Nc1ccc(F)cc1)C(=O)c1cc(-c2cccs2)nn1-c1ccccc1	-1%	8%	0.2%	-9%	-0.3	?	1%	-6%	i
COc1nn(C(C)C(=O)N2N=C(C(F)F)CC2(O)C(F)F)cc1[N+](=O)[O-] (configuration not stated)	?	-10%	0.3%	0%	-0.4	?	0%	-1%	i
Cn1c2ccccc2c2cnn(CC(=O)Nc3ccc(Cl)cc3)c(=O)c21	7%	-9%	-1.2%	0%	-0.1	i	-5%	1%	i
Cc1ccc(OCCN2CCC2(C)C(=O)Nc2ccc3c(c2)OCCO3)cc1 (configuration not stated)	nt	?	3.0%	nt	-1.7	?	-35%	nt	i
NS(=O)(=O)c1ccc(CCNC(=O)COC(=O)CN2C(=O)C3CCCCC3C2=O)cc1 (configuration not stated)	6%	21%	-0.1%	-3%	-2.7	i	3%	1%	i
CCCCOC(=O)Nc1nnc(CCOCC)s1	4%	-2%	2.4%	-2%	-1.4	i	-10%	0%	i
COc1ccc(-c2noc(CNC(=O)CCN3C(=O)[C@H]4CC=CC[C@H]4C3=O)n2)cc1	0%	-4%	-0.1%	-2%	-0.5	i	0%	-10%	i
CCOc1ccc(CCNC(=O)c2cn(C)c3ccc(S(=O)(=O)N4CCCCC4)cc3c2=O)cc1OCC	?	-27%	0.2%	4%	nt	i	6%	nt	nt
Cc1cccc(/C=N/Nc2cc(N3CCOCC3)nc(N3CCOCC3)n2)c1	-15%	12%	10.0%	?	-3.2	i	-43%	-2%	i
O=C(Cn1nc(C(=O)O)c2ccccc2c1=O)NCC1CCCO1 (configuration not stated)	7%	-1%	0.3%	-12%	-1.6	i	-4%	-9%	i
Cc1ccc(OCC(=O)N/N=C\c2ccc(C)o2)c([N+](=O)[O-])c1	5%	27%	7.0%	3%	1.4	i	4%	0%	i
CC(=O)c1ccc(OCCCCOc2ccc(C(C)=O)cc2)cc1	13%	0%	-0.6%	0%	-0.9	i	-6%	0%	i
COc1ccc(C2=NS(=O)(=O)N(C)C(C(=O)NC(C)c3ccccc3)=C2)cc1 (configuration not stated)	5%&-17%	-10%&-24%	-0.9%&4.1%	-9%&-11%	-0.8	i	-18%&-4%	-4%	i
COc1ccc(CN2C(=O)CS(=O)CC2=O)cc1OC	15%	26%	-0.4%	10%	0.9	i	14%	-1%	i
